proKLK7 act = activates the human kallikrein-7 zymogen | P49862 | purified proKLK7, EDANS-DABCYL substrate fluorescence; 100% is mature enzyme control, 0% vehicle | activation, % at 7 µM | 0.9% of 370,000 active | AID 652039;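 active = activation above the mean of all tested compounds plus 3 SD, computed per campaign excluding outliers beyond control limits, cut at about 13% in these data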
Target sequence (P49862 whole entry, looked up): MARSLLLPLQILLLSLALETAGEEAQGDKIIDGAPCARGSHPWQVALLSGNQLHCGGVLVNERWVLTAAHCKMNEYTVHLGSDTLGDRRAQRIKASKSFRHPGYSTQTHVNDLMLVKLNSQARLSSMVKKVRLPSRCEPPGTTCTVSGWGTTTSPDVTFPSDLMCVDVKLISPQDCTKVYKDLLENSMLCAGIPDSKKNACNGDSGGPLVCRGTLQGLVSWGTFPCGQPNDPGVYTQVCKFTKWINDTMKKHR
ASAP1 GAP inh = ASAP1 ArfGAP inhibition. AID 624377. ASAP1-stimulated ARF1 GTP hydrolysis, GDP FP detection. Q9ULH1. inhibition, % at 16.5 µM. 0.19% of 360,000 active; in the data active = inhibition above about 25%;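 also: 0% = vehicle with enzyme and substrate and 100% = no enzyme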
ADAM10 inh = ADAM10 inhibition, QFRET primary screen; inhibition, % at 7 µM; recombinant ADAM10, EDANS/DABCYL FRET peptide cleavage, 3 h; AID 720582; O14672; 0.62% of 370,000 active;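 active = inhibition above a per-campaign cutoff equal to the mean of compounds falling between control-based bounds plus 3 SD, cut at about 20% in these data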;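 also: 0% = DMSO wells while the 100% control is not disclosed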
DDE Tn6 FP inh = DD(E)-Tn6 binding inhibition, primary FP screen. P02675. Fibrin DD(E) TRITC-Tn6 fluorescence polarization displacement. inhibition, % at 8.3 µM. 0.21% of 370,000 active. AID 720509;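 active = inhibition above a per-campaign cutoff: mean of compounds within control limits plus 3 SD, cut at about 15% in these data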;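 also: 0% = median of all compound wells on the plate and 100% = blocking peptide control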
LEDGF integ inh = blocks HIV-1 LEDGF/p75-dependent DNA integration; TR-FRET IN-LEDGF/p75 DNA integration, Eu/Cy5; inhibition, % at 3.7 µM; 0.64% of 370,000 active; AID 743269;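 active = inhibition above the screen-wide mean plus 3 SD, cut at about 13% in these data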;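 also: signal is the Cy5 over europium emission ratio at 671 and 618 nm; 0% = plate median of compound wells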
Tn7 DDE FP = DD(E)-Tn7 binding inhibition, primary FP screen. FP displacement of FITC-Tn7 peptide from fibrin DD(E); 0% = median of compound wells per plate. inhibition, % at 8.3 µM. 0.13% of 370,000 active. P02675;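 active = inhibition above the mean of compounds falling within the control limits plus 3 SD of them, cut at about 14% in these data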;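 also: 0% = plate median of compound wells and 100% = 10 µM Aha-Tn7 peptide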
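Assay system: human fibrin DD(E). Input: DD(E) 2 µM final. Medium: Tris buffer with calcium and detergent, pH 7.8. Compound dosing: single point at 8.3 µM. Timing: 10 min plus 3 h, room temperature. Technique: fluorescence polarization of the labelled Tn7 tracer. Read-out: percent inhibition. Replicates: singlicate testing.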
ARFGAP1 inhibitor = inhibitors of rat ARFGAP1 | Arfgap1-stimulated ARF1 GTP hydrolysis, GDP FP detection | inhibition, % at 16.5 µM | 0.26% of 360,000 active | AID 651572;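 active = inhibition above a per-plate limit, mean inhibition of low control wells plus 3 SD, cut at about 25% in these data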;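 also: 0% = DMSO wells with enzyme and 100% = wells lacking Arfgap1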
Target sequence (Q62848 1-136 limits assumed): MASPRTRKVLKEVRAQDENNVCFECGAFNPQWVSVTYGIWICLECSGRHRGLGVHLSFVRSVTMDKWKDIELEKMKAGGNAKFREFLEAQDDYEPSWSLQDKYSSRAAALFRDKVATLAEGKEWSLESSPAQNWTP
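Assay system: Rat Arfgap1 GAP domain (His6, aa 1-136), purified enzyme | Buffer or medium: HEPES 25 mM pH 7.5, NaCl 150 mM, MgCl2, DTT | Schedule: GTP hydrolysis reaction 2 h at 25 °C | Signal: FP of antibody-bound GDP Alexa 633 tracer, ex 620/em 688 nm | Measure: Percent inhibition of Arfgap1-stimulated GTP hydrolysis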
PLCg1 inh = PLC-gamma1 (human) inhibition, primary screen | purified PLC-gamma1, fluorogenic substrate, fluorescence | inhibition, % at 12.2 µM | P19174 | 0.84% of 370,000 active; in the data active = inhibition above about 9.5%
TDP2 absorb = TDP2 (human) inhibition, absorbance primary screen; recombinant TDP2, T5PNP hydrolysis, p-nitrophenol absorbance 415 nm; AID 720702; O95551; 0.34% of 370,000 active; inhibition, % at 12.8 µM;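 active = inhibition above the mean of all tested compounds plus 3 SD, set per campaign, cut at about 25% in these data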;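 also: 0% = DMSO with enzyme and 100% = buffer with substrate but no TDP2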
Target sequence (O95551 whole entry, looked up): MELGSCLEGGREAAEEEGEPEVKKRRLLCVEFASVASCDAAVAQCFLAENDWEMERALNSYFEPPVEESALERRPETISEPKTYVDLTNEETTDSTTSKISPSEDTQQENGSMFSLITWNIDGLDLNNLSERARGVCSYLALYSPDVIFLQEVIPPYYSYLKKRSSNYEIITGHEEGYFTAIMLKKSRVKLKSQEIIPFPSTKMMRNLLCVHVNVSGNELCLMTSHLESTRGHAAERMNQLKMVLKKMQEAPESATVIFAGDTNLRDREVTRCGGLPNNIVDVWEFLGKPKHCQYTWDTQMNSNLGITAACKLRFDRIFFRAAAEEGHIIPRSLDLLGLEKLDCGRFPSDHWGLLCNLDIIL
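Material: recombinant human TDP2; quantity: TDP2 enzyme at 120 nM final; medium: Tris-HCl pH 7.5 with MgCl2; compound: single concentration, 12.8 µM nominal, with 1% DMSO; incubation: 2 h enzyme incubation at 37 °C; signal: epi absorbance; measure: percent inhibition; benchmarks: high control without enzyme, low control DMSO plus TDP2; repeats: singlicate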
ADAM17 inh = inhibits human ADAM17. P78536. recombinant ADAM17, EDANS/DABCYL FRET peptide cleavage. inhibition, % at 6.95 µM. 0.83% of 370,000 active. AID 720648;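 active = inhibition above the mean of compounds lying between control limits plus 3 SD, set per campaign, cut at about 8.5% in these data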;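 also: 0% = DMSO-only wells as the low control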
* hit, by the source's call; i = inactive; . = no result given.

SMILES | proKLK7 act | ASAP1 GAP inh | ADAM10 inh | DDE Tn6 FP inh | LEDGF integ inh | Tn7 DDE FP | ARFGAP1 inhibitor | PLCg1 inh | TDP2 absorb | ADAM17 inh
COc1cccc(C(=O)OCC(=O)N2CCc3ccccc32)c1OC | 0.3 | 10.1 | 1.4 | 5.8 | 2.5 | -2.0 | 12.9 | -2.0 | 2.9 | 0.5
COc1n[nH]c(C(=O)NCc2ccccc2)c1[N+](=O)[O-] | -0.2 | -7.5 | 3.4 | 3.7 | 1.4 | -5.0 | 9.1 | 1.7 | -2.5 | -0.2
COc1cccc(-c2noc(CCC(=O)NC3CCCCC3)n2)c1 | 0.1 | -2.6 | 5.0 | -1.0 | 4.4 | -6.0 | 13.8 | 1.1 | -7.8 | -0.9
CCOc1cc2c(C#N)c(N3CCNCC3)nc(N)c2c(N)n1 | 68.9* | 12.0 | i | -2.5 | 1.1 | -5.5 | 7.0 | i | 2.5 | -153.2
COC(=O)CSc1nnc(-c2cccnc2)o1 | 0.3 | -11.9 | -2.3 | 4.5 | 0.3 | -1.6 | 4.0 | 0.6 | -1.8 | -1.2
CC1CCN(S(=O)(=O)N2CCC(C(=O)NCc3ccc(F)cc3Cl)CC2)CC1 | -0.2 | -5.8 | 1.3 | -2.9 | 0.0 | -5.6 | 9.4 | 1.7 | 1.5 | -0.6
Cc1nc2ccc(Br)cn2c1NC(C)(C)C | 0.6 | 11.6 | -3.0 | -6.2 | -3.9 | -2.2 | 1.8 | -2.9 | 3.5 | -4.2
Cc1cc(C2=NNC(=NCCc3ccccc3)SC2)c(C)n1CC1CCCO1 (stereo unspecified) | 3.4 | 18.8 | -121.3 | -3.1 | -1.2 | 0.7 | 8.3 | -62.3 | -0.3 | -44.4
CCOc1ccc(Br)cc1/C(C)=N\NC1=NCCN1 | 0.1 | 0.9 | -6.7 | -7.6 | -1.3 | -1.5 | 2.9 | 1.6 | 1.0 | -2.0
CN(Cc1nc2c(s1)CCCC2)C(=O)CCc1nnc(-c2ccccc2)o1 | 0.1 | -8.1 | 0.1 | 1.3 | -2.8 | 10.1 | -7.7 | 0.0 | 2.0 | -0.6
Cc1ccc2c(CC(=O)Nc3ccc4nc(N5CCOCC5)sc4c3)coc2c1 | 0.3 | -2.1 | 4.7 | -3.3 | 1.4 | -2.1 | 0.8 | -7.6 | -10.8 | 3.7
O=S(=O)(Cc1ccccc1)NCCc1cccc(Cl)c1 | 0.1 | 9.0 | 16.0 | -0.4 | 6.0 | 0.3 | 13.4 | 1.8 | -13.2 | 1.8
O=C(CSc1nnnn1C1CCCCC1)Nc1ccccc1F | 0.0 | -9.2 | 3.6 | 6.7 | -5.4 | 4.4 | 2.6 | 2.1 | -16.8 | 3.8
CC1CC(=O)C(C(C2=C(O)CC(C)CC2=O)c2ccccc2)=C(O)C1 (stereo unspecified) | 0.5 | 1.5 | -20.7 | 0.5 | 1.0 | 2.5 | 0.8 | -4.4 | 6.6 | -8.2
Cc1nnc(NC(=O)c2ccccc2Br)s1 | -0.8 | -7.5 | -1.2 | 13.0 | 1.9 | 0.9 | -3.3 | 2.6 | -4.5 | -3.3
CC(=O)N=C1SC2CS(=O)(=O)CC2N1c1cccc(Cl)c1Cl (stereo unspecified) | -0.9 | -11.4 | -5.0 | 0.3 | 0.7 | 0.6 | 3.0 | 0.5 | -7.7 | -3.2
CC(c1ccccc1)n1ccnc1CO (stereo unspecified) | 0.0 | 5.4 | -3.6 | -0.7 | -0.3 | 2.9 | -0.1 | 2.3 | 13.4 | -2.6
CCN1CCN(CC(=O)Nc2ccc(Cl)c(Cl)c2)C(=O)C1=O | -0.3 | -3.3 | -0.8 | 6.1 | -0.9 | -0.3 | -11.4 | -2.3 | 0.6 | 0.7
COc1cccc(C(=O)N2CCN(Cc3ccc4c(c3)OCO4)CC2)c1OC | -0.3 | 1.5 | -2.1 | 6.0 | 0.1 | 3.4 | -8.1 | 0.2 | 13.4 | 0.7
CC(C)c1ccc(OC[C@@H](O)CN2CCC(C(O)(c3ccccc3)c3ccccc3)CC2)cc1 | 0.0 | . | 6.0 | -4.3 | -2.3 | -2.7 | . | 2.1 | -8.2 | 4.4
c1cncc(-c2nc3ccccc3s2)c1 | 1.1 | 6.0 | -5.4 | -0.4 | 1.3 | 5.8 | -4.0 | 0.8 | -6.7 | -3.0
Cc1ccc(S(=O)(=O)NCCC(=O)OCC(=O)N2CCCC2=O)cc1 | 0.3 | 11.8 | -12.0 | 3.9 | -0.5 | 5.9 | 2.9 | -1.7 | 0.6 | 0.3
O=C(CCc1ccccc1)Nc1nnc(-c2ccccn2)o1 | -3.4 | 10.7 | -63.2 | -4.3 | 1.1 | -1.5 | 3.0 | -6.8 | 5.6 | -19.3
Cc1ccc(OCC(=O)N2CCN(C(=O)c3ccncc3)CC2)cc1 | -0.2 | 6.2 | 2.4 | 5.1 | 3.2 | -5.5 | -3.0 | 3.4 | 5.8 | -3.5
CCNc1ccc(S(=O)(=O)N(C)C)cc1NCC(=O)Nc1ccc(Br)cc1F | -0.1 | 12.8 | 12.4 | -3.6 | 1.6 | 2.8 | -5.3 | -2.0 | -0.6 | 1.6
COc1ccccc1NS(=O)(=O)c1ccc(N/N=C(\C)C(C)C)c([N+](=O)[O-])c1 | -0.5 | 13.7 | 16.2 | -4.2 | -1.0 | 3.4 | 20.5 | 9.9* | -21.1 | 5.7
CC1(C)CC(=O)C=C(c2ccc3ncccc3c2)C1 | -0.1 | 14.4 | -1.6 | -7.2 | -0.8 | -1.1 | 2.8 | 3.0 | -7.9 | 2.2
N=c1c(C(=O)NCCc2ccccc2)cc2c(=O)n3ccccc3nc2n1CCCN1CCOCC1 | 29.2* | 1.9 | i | -1.7 | 1.1 | -4.4 | 12.6 | -278.9 | 16.3 | i
C[C@H](CO)NC(=O)c1[nH]cnc1C(=O)Nc1cccc(Cl)c1 | 0.0 | -13.2 | 0.5 | 1.3 | -0.3 | 3.7 | -4.5 | 1.3 | -7.7 | 2.1
O=C(COC(=O)CC1CC2CCC1C2)NCc1ccc(Cl)cc1 (stereo unspecified) | 0.4 | -12.9 | -8.5 | 2.5 | -2.2 | 3.3 | -7.2 | -1.7 | -1.4 | 1.4
CN1C(=O)S/C(=C/c2cccn2-c2cccc(C(=O)O)c2)C1=O | 0.2 | -5.5 | -2.7 | 1.3 | -6.3 | 0.7 | 0.8 | -0.7 | -13.9 | -2.4
Clc1ccc2c(-c3ccccc3)nc(-c3cccs3)nc2c1 | -0.4 | 3.3 | -2.0 | 1.2 | -3.3 | 5.0 | 5.9 | -2.2 | -2.0 | -1.3
COc1ccc(S(=O)(=O)NCc2ccccn2)c(Cl)c1Cl | 0.5 | -1.1 | 9.5 | -7.8 | -1.4 | -6.6 | -4.8 | 0.5 | 1.0 | -1.0
C/C(=N\Nc1ccc(C(F)(F)F)cc1[N+](=O)[O-])C(C)C | -0.2 | -3.4 | -2.2 | 7.6 | 2.5 | 6.1 | -12.2 | -0.1 | 7.8 | -5.6
CCOC(=O)C(NC(C)=O)C(=O)Nc1ccc(C(C)C)cc1 (stereo unspecified) | 0.0 | 6.1 | -9.5 | -1.9 | 0.1 | -1.1 | 4.5 | -2.9 | 7.2 | -2.1
Cc1cccc(C)c1-n1c(C)nn(CC2CC2)c1=O | -0.4 | 4.7 | 6.8 | -1.4 | 5.6 | 10.7 | 1.6 | 1.8 | -6.7 | 2.1
CCCN(CC(=O)Nc1ccccc1C)C(=O)c1ccc2[nH]c3c(c2c1)CC(C)CC3 (stereo unspecified) | 6.0 | -8.9 | -2.6 | -7.1 | 3.2 | -8.3 | 11.3 | -18.9 | -12.3 | -2.5
Cc1ccc(N(CC(=O)NC2CCCC2)C(=O)CNC(=O)c2cccs2)cc1C | 0.2 | 11.5 | -4.3 | 0.0 | -7.2 | -1.4 | 1.2 | 1.3 | -6.7 | -2.8
CNC(=O)CSc1nc2ccccc2c(=O)n1C1CCCCC1 | 0.1 | 6.7 | -3.6 | 3.9 | -7.1 | 3.8 | 6.5 | -1.1 | 7.5 | -3.0
COc1ccc(O)c(C(=O)c2cnc3c(c2)c(C)nn3CCO)c1 | 1.1 | -6.1 | -16.6 | -0.1 | 0.9 | 7.5 | 10.5 | -35.6 | 0.1 | -6.8
CCCN1CNc2c(c(=O)[nH]c(=S)n2CCc2ccccc2)C1 | -0.7 | -6.8 | 3.1 | 1.9 | 3.4 | 10.6 | -6.2 | -0.1 | 1.8 | -2.8
O=S(=O)(Cc1cccc(C(F)(F)F)c1)c1ncn[nH]1 | 0.6 | 5.5 | 0.2 | -5.5 | -4.9 | 5.8 | 5.2 | 0.5 | -0.6 | -3.2
O=C(Nc1cccc(S(=O)(=O)N2CCCCCC2)c1)c1ccc2ccccc2n1 | -0.7 | 5.5 | -13.8 | 3.4 | -0.4 | -3.2 | 16.0 | -2.7 | -5.3 | -3.7
CCCc1n[nH]c2c1C(=O)CC(C)(C)C2 | -0.1 | 3.1 | 7.5 | -6.5 | 0.1 | -3.5 | 4.2 | 11.2* | -9.7 | 3.1
NS(=O)(=O)c1ccc(CCN=Cc2ccccc2O)cc1 | 0.1 | 3.8 | 1.5 | -6.5 | -1.4 | -7.3 | 3.6 | -0.6 | 7.3 | -0.2
O=C(Nc1ccc2c(c1)OCCO2)c1ccc(S(=O)(=O)N2CCCCC2)cc1 | 0.7 | 2.0 | 10.5 | -5.8 | 0.5 | 3.6 | -2.5 | -3.8 | 5.2 | 6.8
Cc1nn(-c2ccccc2)c(N2CCCC2)c1/C=N/NC(=O)c1cc(-c2cccnc2)nc2ccccc12 | -0.7 | 8.7 | -1.4 | -7.4 | 1.4 | 1.9 | 11.0 | -0.8 | -2.2 | 2.4
Cc1c(NC(=O)CSc2nnnn2-c2ccc(C(=O)O)cc2)c(=O)n(-c2ccccc2)n1C | -0.5 | -1.9 | 5.8 | -5.9 | 2.7 | -2.2 | -5.5 | 2.7 | -4.5 | -0.6

Source: PubChem
